RmlCD inh mix = RmlC and RmlD coupled enzyme inhibitors, primary screen, biochemical, 384-well, compound mixtures, retest; RmlC/RmlD coupled enzyme inhibition, 384-well mixture HTS; inhibition, % at 5.5 µM; 0.39% of 110,000 active; AID 1532, 2009; in the data active = inhibition above about 30%, passing the limit was not always enough; note: strong numbers were not always called active
RT RNaseH block = HIV-1 RT RNase H inhibitors, primary screen, biochemical, fluorescence; Gag-Pol polyprotein (Human immunodeficiency virus type 1 group M subtype B (isolate …; inhibition, % at 10 µM; RT-RNase H RNA/DNA duplex cleavage; 1.9% of 65,000 active; in the data active = inhibition above about 50%
* marks the source's active call; other numbers are inactive results; i = inactive; nt = no result given. Only part of the results is shown (hit frequency here may not be typical).

SMILES	RmlCD inh mix	RT RNaseH block
C/C(=N/OC(=O)N(C)C)c1ncc(C(F)(F)F)cc1N1CCOCC1	8	nt
CCOC(=O)C1CCCN(Cc2c(F)cccc2Cl)C1 (configuration not stated)	4	-12
CCOc1c2ccc(C(=O)NCCCCc3ccccc3)cc2nn1CC	3	nt
COc1cc(C2=Nc3c(c(C)nn3-c3ccccc3)P(=O)(N3CCOCC3)O2)cc(OC)c1OC (configuration not stated)	5	nt
CC(=O)NC(CCS(C)(=O)=O)C(=O)Nc1cccc(C)c1 (configuration not stated)	5	-6
CCn1c(SCC(=O)N2CCCCC2C)nnc1-c1ccc(S(=O)(=O)N2CCN(C)CC2)cc1 (configuration not stated)	-11	nt
CCCOc1cccc(C(=O)Nc2nnn(CCC)n2)c1	6	-4
COc1ccc(OC)c(C2SCCN2S(C)(=O)=O)c1 (configuration not stated)	3	nt
CC1CC(C)CN(c2oc(-c3ccccc3Cl)nc2C#N)C1 (configuration not stated)	-60	-1
O=C(CS(=O)(=O)c1ccccc1)N1CCCCCC1	-20	-5
CC(C)(C)OC(=O)NC(CCCCNC=O)C(=O)O (configuration not stated)	1	-9
Cc1ccccc1OCC(=O)O/N=C(\N)Cc1cccs1	11	nt
COc1ccc(CC(=O)Nc2ccc3c(c2)OCO3)cc1S(=O)(=O)N1CCOCC1	1	-9
Cc1cc(NC(=O)CSc2nc(-c3cccs3)cc(C(F)(F)F)n2)no1	12	-2
CCOC(=O)c1c(C)c(C(=O)N2CCc3ccccc3C2)c(C)n1CC	-1	-10
N#CCCN1CCN(Cc2cc(-c3ccccc3)ccc2O)CC1	9	-10
COc1cccc2c1OC[C@@H](CO)[C@H]2N(C)C(=O)Nc1ccccc1	-6	nt
CCc1ccc(C(C(=O)NCCOC)N(C(=O)Cn2nnc3ccccc32)c2cccnc2)cc1 (configuration not stated)	-4	nt
COC(=O)c1[nH]c2cc(OC)c(OC)cc2c1NC(=O)c1cccc(OC)c1	-6	-12
CCCCNC(=O)c1onc(CSc2cccc(OC)c2)c1C(=O)NCCCC	-10	nt

The list goes on; it opens with the four that closed the last part.
SMILES	RmlCD inh mix	RT RNaseH block
COc1cccc2c1OC[C@@H](CO)[C@H]2N(C)C(=O)Nc1ccccc1	-6	nt
CCc1ccc(C(C(=O)NCCOC)N(C(=O)Cn2nnc3ccccc32)c2cccnc2)cc1 (configuration not stated)	-4	nt
COC(=O)c1[nH]c2cc(OC)c(OC)cc2c1NC(=O)c1cccc(OC)c1	-6	-12
CCCCNC(=O)c1onc(CSc2cccc(OC)c2)c1C(=O)NCCCC	-10	nt
NCCCCCc1nnc(SCc2ccc(Cl)cc2Cl)o1	-7	nt
COc1ccc(Cc2nn3c(-c4cc(OC)c(OC)c(OC)c4)nnc3s2)cc1	-49	54*
CC(=O)NS(=O)(=O)c1ccc(NC(=O)c2cc(-c3ccc(C)c(C)c3)nc3ccccc23)cc1	-8	nt
CCOC(=O)c1c(NC(=O)C2COc3ccccc3O2)sc(C)c1C (configuration not stated)	2	nt
CC(=O)NCc1ccc(C(=O)CSc2nnc(-c3ccncc3)n2Cc2ccccc2)o1	7	6
COc1ccc(C(=O)Cn2nnc(-c3ccccc3NC(=O)c3ccco3)n2)cc1	-11	-2
CCOc1ccccc1NC(=O)Cn1nnc(-c2ccc(OCC)c(OCC)c2)n1	-5	12
Cc1nc2cc(NC(=O)N(C)c3ccc4ccccc4c3)ccc2o1	1	8
COc1cccc(C(=O)Nc2cc(C(F)(F)F)ccc2Cl)c1	-8	nt
CCCCCCn1c(CN2CCCCC2CC)nc2c1c(=O)n(C)c(=O)n2C (configuration not stated)	16	-5
Cc1ccccc1-c1nc(CN2CCC(C(=O)NCc3cccs3)CC2)c(C)o1	-2	nt
COc1ccc(N(CC(=O)NC2CCCCCCC2)S(=O)(=O)c2c(C)nn(C)c2C)cc1	6	-13
O=C(Nc1nc2ccccc2n1Cc1ccccc1)c1ccco1	-8	-86
CCOC(=O)c1c(NC(=O)CC2SC(=NC)N(C)C2=O)sc(C)c1C (configuration not stated)	0	nt
CC(C)CC(CO)N1CCN(C(=O)c2cccc(C(F)(F)F)c2)CCC1=O (configuration not stated)	-33	nt
Cc1cc(C)n(Cc2ccccc2)c(=O)c1S(=O)(=O)c1ccccc1	6	nt
O=C(COc1ccc(S(=O)(=O)N2CCOCC2)cc1)NC1CCCC1	0	-11
CCOc1ccc(Cl)cc1CN1CCOCC1	36	nt
CCCCSc1nc(C)nc2c1c(=O)n(C)c(=O)n2C	-10	nt
C/C(=C\C(=O)c1ccc(Br)cc1)NCc1ccc2c(c1)OCO2	-9	nt

Retrieved one by one from the list above, 7 records:
SMILES	RmlCD inh mix	RT RNaseH block
CCOc1ccc(Cl)cc1CN1CCOCC1	36	nt
C/C(=N/OC(=O)N(C)C)c1ncc(C(F)(F)F)cc1N1CCOCC1	8	nt
NCCCCCc1nnc(SCc2ccc(Cl)cc2Cl)o1	-7	nt
O=C(COc1ccc(S(=O)(=O)N2CCOCC2)cc1)NC1CCCC1	0	-11
N#CCCN1CCN(Cc2cc(-c3ccccc3)ccc2O)CC1	9	-10
CCc1ccc(C(C(=O)NCCOC)N(C(=O)Cn2nnc3ccccc32)c2cccnc2)cc1 (configuration not stated)	-4	nt
CC(C)CC(CO)N1CCN(C(=O)c2cccc(C(F)(F)F)c2)CCC1=O (configuration not stated)	-33	nt

Going on with the list:
SMILES	RmlCD inh mix	RT RNaseH block
COc1ccc(N2CCN(C(=O)CSc3nnc(COc4cccc5cccnc45)o3)CC2)cc1	-17	-16
CCC1CCCCN1c1nc2c(c(=O)n(C)c(=O)n2C)n1CCSc1nc2ccccc2o1 (configuration not stated)	nt	-9
CS/C(=C\[N+](=O)[O-])Nc1ccc(Cl)cc1	8	nt
CCOC(=O)C(C)Sc1ncc(-c2ccc(Cl)cc2)cn1 (configuration not stated)	-7	nt
Cc1cnc(N)c2c(=O)oc3ccccc3c12	15	-27
O=C(NCc1ccc(Cl)cc1)c1cccnc1	-16	-8
O=C(Cn1c(=O)n(Cc2ccco2)c(=O)c2c3c(sc21)CCCCC3)Nc1ccccc1	18	nt
CN(C)C(=O)N1CCCC(C(=O)NCc2cccs2)C1 (configuration not stated)	4	-3
O=C(NCCCc1ccccc1)c1cnc2n(c1=O)CCS2	14	72*
CC(C)OC(=O)CCCCCN1C(=O)CSC1=S	4	-3
COc1ccc(CC(NC(C)=O)C(=O)NC2CCN(C(=O)c3cnccn3)CC2)cc1 (configuration not stated)	4	nt
N#CC(c1cccc(Cl)c1)c1ccc2c(C(F)(F)F)cc(C(F)(F)F)nc2n1 (configuration not stated)	21	nt
Nc1nnc(Cc2c[nH]c3ccccc23)s1	-14	2
CCC(=O)Nc1cc(-c2nn(C)c(=O)c3ccccc23)ccc1OC	16	-8
Cc1cccc(N2CCN(c3nc4ccccc4n4cnnc34)CC2)c1C	i	-11
N/C(=N\OC(=O)/C=C/c1ccccc1)c1ccccc1	-9	nt
Cc1ccccc1-n1c(SCC(=O)N2CCCC2)nnc1-c1ccccn1	6	-14
CCOC(=O)c1sc2ncnc(N3CCN(c4ccc(OC)cc4)CC3)c2c1C	5	0
CCOC(=O)N1CCN(C(c2ccccc2)c2sc3nc(C)nn3c2O)CC1 (configuration not stated)	9	-21
O=S(=O)(Nc1ccc(Cc2ccncc2)cc1)c1ccc(Cl)c(Cl)c1	-19	nt
COc1ccccc1N1CCN(C(=O)COc2ccc(Cl)cc2Br)CC1	71	-44
CCn1c(=O)c2ccccc2n2c(SCC(=O)N3CCc4ccccc4C3)nnc12	-11	nt
CN(C)CCCNC(=O)CCC1CCCCC1	-9	-4
O=C1CC(N2CCN(CCc3ccccn3)CC2)C(=O)N1c1ccc(Cl)cc1 (configuration not stated)	-25	-1
Cc1ccc2c(c1)[nH]c1c(=O)n(CCC3=CCCCC3)cnc12	-12	nt
Cc1cc(C(F)(F)F)c(C#N)c(SCC(=O)NC2CC2)n1	-10	1
COC(=O)c1ccc(CC(=O)c2c(C)cc(O)cc2O)o1	-13	-11
Cc1cc(N2CCN(C)CC2)nc(N2CCOCC2)n1	nt	-11
N#Cc1nc(-c2ccccc2Cl)oc1NCc1ccco1	-9	-86
CCOC(=O)COc1ccsc1C(=O)OC	12	nt
O=C(O)CC(C(=O)OC1CCCCC1)N1CCOCC1 (configuration not stated)	-1	5
CCOC(=O)C(NC(=O)c1ccccc1)(N1CCOCC1)C(F)(F)F (configuration not stated)	-9	-2
C=CCn1c(O)c(C(C)=NCCCO)c(=O)[nH]c1=O	12	-7
N/C(=N\OC(=O)c1ccccc1Cl)c1ccc(Cl)cc1	-2	nt
Cc1ccc(Nc2nc(N)nc(CN3CCN(C(=O)c4ccco4)CC3)n2)cc1Cl	-1	-1
Cc1ccc(C(c2nnnn2Cc2ccccc2)N2CC=C(c3ccc(F)cc3)CC2)cc1 (configuration not stated)	4	nt
COC(=O)[C@H]1C[C@@H]1[C@H](NS(=O)(=O)c1ccc2ccccc2c1)c1ccccc1	6	nt
CC(=O)c1ccc(N2CCN(S(=O)(=O)c3cccc(S(=O)(=O)N4CCOCC4)c3)CC2)cc1	-8	5
N#Cc1c(Sc2ncc(C(F)(F)F)cc2Cl)nsc1C/C=N\OCc1ccccc1Br	-8	nt
CC(SC1=NCCS1)C(=O)Nc1nnc(-c2ccc(Br)cc2)s1 (configuration not stated)	9	nt

Single records (already shown):
Profile of `CN(C)CCCNC(=O)CCC1CCCCC1` = RmlCD inh mix = -9; RT RNaseH block = -4
Profile of `CC(=O)c1ccc(N2CCN(S(=O)(=O)c3cccc(S(=O)(=O)N4CCOCC4)c3)CC2)cc1` = RmlCD inh mix = -8; RT RNaseH block = 5

(listing goes on)
SMILES	RmlCD inh mix	RT RNaseH block
Cc1ccccc1NCc1ccc(O)c2ncccc12	8	nt
Cc1c(C#N)c(N=CN(C)C)c(C(=O)c2ccc(Br)cc2)n1-c1ccccc1	-5	nt
CC(C)CC(COCc1ccc(Cl)cc1)N1CCN(C(=O)c2ccc(Cl)cc2Cl)CCC1=O (configuration not stated)	-11	nt
CCn1c(COc2ccc(C)cc2)nnc1SCC(=O)Nc1ccc2c(c1)OCCO2	-7	-3
Cc1ccccc1-c1noc(-c2cccs2)n1	-8	-23
O=C(CN1CCN(CC(=O)Nc2ccccc2C(F)(F)F)CC1)Nc1ccccc1F	-13	-12
COc1ccc(CC(=O)Nc2ccc(S(=O)(=O)Nc3cc(C)on3)cc2)cc1OC	11	nt
CC(C)n1cnc2cc(NCc3ccccn3)ccc21	5	nt
CCOC(=O)N1CCN(C(=O)C2CCN(S(=O)(=O)CC)CC2)CC1	-10	11
COc1ccc2nc(C)c(C(=O)OCCN(C)C)cc2c1	nt	-5
COc1cc(C(=O)N2CCN(C(=O)c3ccccc3)CC2)cc(OC)c1OC	11	-8
O=C(CCc1ccc(S(=O)(=O)NC2CCCCC2)cc1)N(Cc1ccccc1)Cc1ccccc1	-4	nt
c1cncc(-c2nnc3sc(C4CCCCC4)nn23)c1	-11	-23
CCOC(=O)c1cc2sccc2n1CC(=O)Nc1ccc(OC)cc1	29	nt
CCOc1ccc2c(C)cc(=O)oc2c1OCC	-3	nt
COc1cc(C(=O)Nc2cc(-c3nc4cc(C)ccc4o3)ccc2C)cc(OC)c1OC	nt	8
CCOC(=O)c1c(N)sc(-c2ccccc2)c1C	-9	nt
COCCn1nnnc1C(c1ccccn1)N1CCN(c2cccc(C)c2C)CC1 (configuration not stated)	3	nt
CCCCn1c(SCC(=O)N2CC(C)CC(C)C2)nc2cc(S(N)(=O)=O)ccc21 (configuration not stated)	6	-5
CCOc1ccccc1N(CC(=O)Nc1ccc2c(c1)OCCO2)S(C)(=O)=O	-12	-14
C/C(N)=C(/C#N)C(=O)CSc1nc2ccccc2[nH]1	120	nt
CCOc1ccc(OCCSc2nc(C)cc(=O)[nH]2)cc1	1	-4
Cc1cc(Br)c2[nH]c3c(c2c1)CCCC3=O	-10	nt
CSc1nc(Sc2ccccc2)c2ccccc2n1	2	nt
CCOC(=O)c1c(NC(=O)CSc2nnc(-c3c[nH]c4ccccc34)n2CC)sc2c1CCCC2	-1	nt
Cc1csc(Nc2ccccc2C(F)(F)F)n1	-11	nt
Cc1ccc(C)c(S(=O)(=O)c2c(N)n(/N=C/c3ccco3)c3nc4ccccc4nc23)c1	-13	29
O=C(c1ccc(Cl)cc1)N(Cc1cccs1)C1CCS(=O)(=O)C1 (configuration not stated)	-11	-4
CCSC1=NCN(CCCC(=O)O)CN1	1	-5
O=C(O)CCc1nn2cnc3sc4c(c3c2nc1=O)CCCC4	1	nt
CCN1CCc2nc(NC(=O)C(c3ccccc3)c3ccccc3)sc2C1	7	nt
O=C(Cn1nnc(-c2ccccc2)n1)OCc1csc(-c2ccccc2)n1	8	-4
CCOC(=O)c1c(C)nc2c(c1C)c(=O)oc1ccccc12	-11	nt
Cc1nn2c3c(cnc2c1-c1ccccc1)C(=O)CCC3	3	-6
CCCNC(=S)N1CCC(c2nc3cc(C)c(C)cc3[nH]2)CC1	10	nt
CC(CCc1ccccc1)NC(=O)COC(=O)C1=COCCO1 (configuration not stated)	6	-3
Cc1ccc(NC(=O)COn2nnc3ccc(S(=O)(=O)N(C)C)cc32)cc1F	6	nt
CN(CC1COc2ccccc2O1)C(=S)Nc1ccccc1 (configuration not stated)	2	nt
O=C1CC(c2ccccc2)CC(O)=C1C=NCCN1CCNCC1 (configuration not stated)	nt	1
CCCCSC1(SCCCC)N=C(N)C2(C#N)C(c3ccccc3)NC(C)=CC12C#N (configuration not stated)	4	nt
CCC(C)C(NC(=O)c1ccc(Cl)cc1)C(=O)O (configuration not stated)	2	-2
CCn1cc(C(=O)OC(C)C(=O)Nc2c(C)n(C)n(-c3ccccc3)c2=O)c(=O)c2ccc(C)nc21 (configuration not stated)	-12	-5

High-throughput results: PubChem, several laboratories
